Screening data as filed in PubChem BioAssay.
MC4R barr agon = MC4R agonists recruiting beta-arrestin, primary screen, cell-based, luminescence, agonist arm of biased-ligand search; hit rate 0.98% among 360,000; activation, % at 8.9 µM; U2OS MC4R beta-arrestin complementation; percent of melanotan II response, DMSO zero; AID 540308, 2011;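 active = activation above a per-plate cutoff, the mean activation of sample wells on that plate plus 3 SD, cut at about 8% in these data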
PDI inh = inhibitors of human PDI, primary screen, biochemical, turbidity, single point, plate reader | Protein disulfide-isomerase (Homo sapiens), P07237 | PDI insulin aggregation turbidity, A650, 90 min | inhibition, % at 10 µM | hit rate 0.052% among 350,000 | AID 588391, 2011;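 active = mean inhibition across replicates of 30% or more, whatever share of single replicates reach that level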;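 also: absorbance from insulin aggregation driven by PDI reduction with DTT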
H9c2 protect = cardioprotection against H2O2-induced cell death, primary screen, uHTS, H9c2 cells, ATPLite luminescence. H9c2 cardiomyocytes, H2O2 injury protection, 2 h. protection from H2O2 cell death, % at 20 µM. hit rate 0.63% among 360,000. AID 588492, 2011;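 active = compounds giving at least 50% protection of heart cells from peroxide-induced death in the single-dose screen, raw or plate-pattern-corrected value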;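 also: 0% = DMSO wells with peroxide and 100% = DMSO wells without peroxide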
Granule exo inh = LAMP-1 surface exposure blockers, TALL-104 cells – cell-based, flow cytometry, MLPCN library, primary screen; hit rate 0.66% among 360,000; inhibition, % at 10 µM; TALL-104 LAMP-1 surface exposure; cells stimulated with thapsigargin and PMA; AID 651702, 2012;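 active = inhibition above about 55%, limit read from the data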
ABCB6 inh MLPCN = ABCB6 transporter inhibitors, primary screen, K562-ABCB6 cells, flow cytometry, MLPCN library; K562-ABCB6 porphyrin accumulation, 1 h; hits give low values; ATP-binding cassette sub-family B member 6 (Homo sapiens), Q9NP58; hit rate 0.19% among 360,000; fluorescence ratio to DMSO, % at 10 µM;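 active = fluorescence ratio to DMSO below 75%, the collection mean minus 3 SD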;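 also: signal is porphyrin accumulated inside mitochondria; 100% equals median channel fluorescence of DMSO control wells; lower ratio means ABCB6 inhibition with less porphyrin fluorescence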
N-glyco inh = increase of ERlucT glycosylation luciferase signal, primary screen, N-linked glycosylation inhibitor project, D54 ERlucT cells, luminescence, set 2 | reporter increase, % at 12.5 µM | D54 ERlucT glycosylation luciferase reporter, 24 h; percent of 100 nM tunicamycin response | hit rate 0.23% among 360,000;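 active = mean luciferase reporter signal, scaled so untreated is 0 and the glycosylation-blocking control 100, at or above a set limit in every replicate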;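 also: luciferase carries N-glycosylation sites so blocking glycosylation raises the light; 0% = median of neutral control wells and 100% = median of 100 nM tunicamycin wells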
ABHD5 PLIN5 PPI = ABHD5-PLIN5 interaction inhibitors, primary screen, cell lysate, split luciferase complementation, luminescence. Split G. princeps luciferase complementation, 4 h. inhibition, % at 4 µM. hit rate 0.78% among 360,000. AID 602281, 2012;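 active = inhibition above the mean inhibition across every tested compound plus 3 SD, cut at about 22% in these data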;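 also: 0% = DMSO only wells and the 100% control is not disclosed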
Target sequence (Q00G26 whole entry, looked up): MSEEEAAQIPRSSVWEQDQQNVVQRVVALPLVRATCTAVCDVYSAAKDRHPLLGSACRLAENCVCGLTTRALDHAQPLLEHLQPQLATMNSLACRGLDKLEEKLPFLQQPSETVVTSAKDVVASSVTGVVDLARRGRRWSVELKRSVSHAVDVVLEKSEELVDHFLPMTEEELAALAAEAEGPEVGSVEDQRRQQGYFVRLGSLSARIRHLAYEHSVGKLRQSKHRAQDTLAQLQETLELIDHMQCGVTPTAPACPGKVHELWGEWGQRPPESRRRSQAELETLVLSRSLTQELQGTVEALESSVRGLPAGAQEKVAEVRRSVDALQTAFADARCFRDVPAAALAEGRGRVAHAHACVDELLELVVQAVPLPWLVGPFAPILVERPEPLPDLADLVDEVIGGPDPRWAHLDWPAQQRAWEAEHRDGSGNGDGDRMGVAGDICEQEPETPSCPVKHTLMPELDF
Target sequence (Q8WTS1 whole entry, looked up): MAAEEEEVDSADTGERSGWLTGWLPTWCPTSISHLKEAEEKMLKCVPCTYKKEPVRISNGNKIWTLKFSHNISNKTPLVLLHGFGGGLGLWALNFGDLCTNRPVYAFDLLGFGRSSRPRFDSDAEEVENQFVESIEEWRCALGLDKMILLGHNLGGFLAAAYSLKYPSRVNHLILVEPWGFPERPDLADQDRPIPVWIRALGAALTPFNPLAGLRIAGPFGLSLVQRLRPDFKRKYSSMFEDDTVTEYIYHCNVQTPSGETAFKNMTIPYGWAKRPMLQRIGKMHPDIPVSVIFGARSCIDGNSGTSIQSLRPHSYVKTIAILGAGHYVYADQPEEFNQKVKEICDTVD
HTR2A ag = mouse Htr2a agonists via beta-arrestin recruitment, primary screen, cell-based, luminescence; hit rate 0.66% among 360,000; activation, % at 7.6 µM; 5-hydroxytryptamine receptor 2A (Mus musculus), P35363; CHO-K1 mHTR2A beta-arrestin complementation; percent of 30 µM serotonin response;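 active = activation above a run cutoff, the mean activation of all tested compounds plus 3 SD, cut at about 14% in these data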;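 also: 0% = plate median of compound wells and 100% = 30 µM serotonin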
CaV13 FRET inh = Primary screen for inhibitors of IQ motif and Ca2+-dependent inactivation inhibitor domain binding in CACNA1D, Förster resonance energy transfer in living cells, …; inhibition, % at 12.3 µM; HEK cells, CFP/YFP FRET ICDI-IQ, plate reader, 10 min; percent FRET-ratio fall versus neutral wells; hit rate 0.098% among 340,000;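 active = mean replicate inhibition of at least 30% and at least 1% of replicates passing that level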;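 also: 0% = median of the neutral control wells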
MC4R antag cAMP = MC4R antagonists of cAMP signaling, primary screen, cell-based, TR-FRET, antagonist arm of biased-ligand search | inhibition, % at 6.5 µM | MC4R-expressing cells, MTII-stimulated cAMP, LANCE TR-FRET | hit rate 0.48% among 360,000 | Melanocortin receptor 4 (Homo sapiens), P32245 | AID 540295, 2011;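 active = inhibition above its plate's cutoff, the mean of tested wells on that plate plus 3 SD, cut at about 29% in these data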;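 also: 0% = Melanotan II alone and 100% = Melanotan II plus saturating MCL0020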
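System: U2OS-MC4R stable cell line; Technique: Eu-cAMP/anti-cAMP TR-FRET, emission 671 nm; Repeats: single well per compound; Also added: Melanotan II; Dosing: one concentration, 6.5 µM nominal; Schedule: 30-min compound, 1-h challenge, 1-h detection, room temperature.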
Active calls of the source: *; nt = no result given.

molecule	MC4R barr agon	PDI inh	H9c2 protect	Granule exo inh	ABCB6 inh MLPCN	N-glyco inh	ABHD5 PLIN5 PPI	HTR2A ag	CaV13 FRET inh	MC4R antag cAMP
CCOC(=O)c1ccc[n+](CC(=O)c2ccc(NC(=O)c3ccccc3)cc2)c1	1.0	6	-4	0	100	0	-1	6	-4	19
COc1ccc(/C=C2\SC(N3CCCCC3)=NC2=O)cc1OC	-1.6	8	0	-14	112	-3	5	-4	-20	1
CC(CCC(=O)NN)C1CCC2C3CCC4CC(O)CCC4(C)C3CCC12C (centres undefined)	1.9	-21	4	7	89	-2	-2	-3	-7	-1
Cc1cccc(/C=N/Nc2ccc3ccccc3n2)c1	-2.4	-2	-23	-2	98	-23	-6	-3	-8	-2
Cc1ccc(NC(=O)CSc2nc(C)c(Cc3ccccc3)c(=O)[nH]2)cc1	-3.6	21	-1	-1	108	1	1	-7	-11	3
CCCC1=C(C(=O)OCC)C(c2cc(Cl)cc(OC)c2OCc2ccccc2)NC(=O)N1 (centres undefined)	2.0	-5	-4	0	102	0	-3	5	-3	15
CCc1cc(=O)oc2cc(C)cc(OC(C)C(=O)NC3CC(C)(C)NC(C)(C)C3)c12 (centres undefined)	0.1	4	12	-2	103	1	2	10	-14	-9
CSCCC(NC(=O)c1ccco1)C(=O)N1CCCC(C(F)(F)F)C1 (centres undefined)	-4.7	5	-3	-4	99	2	-2	2	-5	1
CCCCOc1ccc(C(=O)Nc2cccc(C)n2)cc1	0.3	3	-19	1	99	-7	-2	-3	-8	-6
CCc1cccc(NC(=O)C(NC(=O)C2CCCCC2)C(C)C)c1 (centres undefined)	-0.7	-6	-5	-1	96	0	1	-2	-5	11
CCOc1ccc(NC(=O)COC(=O)c2c[nH]c3ccccc23)cc1	-1.7	-4	-8	-3	98	2	-6	7	-5	6
CCOc1ccc(/C=C/c2nc(C#N)c(NCCCOC)o2)cc1	-0.1	1	2	41	94	14	-7	-6	-19	-9
CC(C)Cn1c(/C=N/Nc2nc3ccccc3[nH]2)nc2ccccc21	-3.8	-20	-14	-13	81	3	7	-8	-5	6
CC(C)(C)C1CCC(=NOC(=O)c2ccc(F)cc2)CC1 (centres undefined)	0.9	-2	-22	-2	97	4	1	2	2	-3
COCC1CCN(C(=O)c2cc(COc3ccc(F)cc3Cl)on2)C1 (centres undefined)	-2.1	2	0	11	96	1	-8	-11	-5	-9
COC(=O)c1cnc(Nc2nc(C(N)Cc3ccc(Cl)cc3)cs2)nc1C(F)(F)F (centres undefined)	1.9	16	-10	4	96	0	-6	3	-9	-11
CS(=O)(=O)Nc1ccc(S(=O)(=O)N2CCCC2)cc1	-0.4	2	-5	-1	96	1	3	0	nt	-3
CCC(=O)N1CCC1(C)C(=O)Nc1ccc(Cl)c(Cl)c1 (centres undefined)	-1.2	-11	-9	0	101	0	1	0	-7	0
COc1ccc(Cn2nnnc2C(c2cccs2)N2CCN(c3ccccc3)CC2)cc1 (centres undefined)	-2.2	1	-9	-5	98	-2	-2	-2	nt	11
Cc1ccc(S(=O)(=O)Nc2c(C(=O)O)[nH]c3ccccc23)c(C)c1	-0.2	-4	3	0	107	1	-1	7	-7	-3
COc1ccccc1-n1c(-c2ccccc2)n[nH]c1=S	-1.5	-5	3	-2	97	-1	-2	9	-7	2
CN(C)C(=O)N1CCCC(C(=O)NCCc2ccccc2)C1 (centres undefined)	2.8	4	-6	0	92	1	-4	2	-8	11
CCCOc1ccc(N2C(=O)CC(N(CCc3ccc(OC)c(OC)c3)C(=O)c3ccccc3)C2=O)cc1 (centres undefined)	-2.4	-6	-8	10	104	-6	-1	1	0	0
COc1cc(Cl)cc(/C=N/NC(N)=O)c1O	-1.3	4	2	-3	97	3	2	-5	-109	-2
CC1(C)OC(=O)C2=C(C[C@@H](C3CCCCC3)O[C@@H]2c2ccc(F)cc2)O1	nt	nt	nt	-5	101	nt	-4	1	-7	nt

As a working copy, some entries already given:
molecule	MC4R barr agon	PDI inh	H9c2 protect	Granule exo inh	ABCB6 inh MLPCN	N-glyco inh	ABHD5 PLIN5 PPI	HTR2A ag	CaV13 FRET inh	MC4R antag cAMP
CCCOc1ccc(N2C(=O)CC(N(CCc3ccc(OC)c(OC)c3)C(=O)c3ccccc3)C2=O)cc1 (centres undefined)	-2.4	-6	-8	10	104	-6	-1	1	0	0
COc1cc(Cl)cc(/C=N/NC(N)=O)c1O	-1.3	4	2	-3	97	3	2	-5	-109	-2
CC1(C)OC(=O)C2=C(C[C@@H](C3CCCCC3)O[C@@H]2c2ccc(F)cc2)O1	nt	nt	nt	-5	101	nt	-4	1	-7	nt

Next records:
molecule	MC4R barr agon	PDI inh	H9c2 protect	Granule exo inh	ABCB6 inh MLPCN	N-glyco inh	ABHD5 PLIN5 PPI	HTR2A ag	CaV13 FRET inh	MC4R antag cAMP
O=C(NC1CC1)c1cccc(NC(=O)C2CCCCC2)c1	-0.8	-6	3	-10	92	1	6	2	-3	0
CCOc1ccc(/C=N/NC(=O)c2ccc(O)cc2)cc1CN1CC2CC(C1)c1cccc(=O)n1C2 (centres undefined)	0.2	nt	4	1	99	3	1	-5	nt	5
O=C(CNC(=O)c1ccc(Br)cc1)NC1=NCCS1	0.8	2	10	-2	101	0	5	-7	-3	8
COc1ccc(/C=N/NC(=O)c2ccc(CSc3nc(C)cc(C)n3)cc2)cc1O	0.2	9	3	-2	93	-5	0	2	-3	-8
CN(c1ccccc1)S(=O)(=O)c1ccc(NC(=O)c2ccco2)cc1	0.6	1	-2	-8	102	-1	3	3	-2	4
CCc1nc2c(OCc3cc(Cl)cc(Cl)c3)cccn2c1N(C)C(=O)c1ccc(OC)cc1	1.9	5	4	-2	94	7	-2	-5	-5	17
O=C(NNC(=O)c1ccc(Cl)c(S(=O)(=O)Nc2ccc(Cl)cc2)c1)c1ccc(=O)[nH]c1	-1.9	3	-1	4	101	1	-4	-2	-6	7
O=C(O)C1=C[C@@H](c2ccc3c(c2)OCO3)C[C@@H](OCc2ccc(CO)cc2)O1	-0.8	4	7	1	94	0	-6	0	-5	5
COC(=O)c1oc2ccc(Br)cc2c1NC(C)=O	-0.7	nt	-4	-1	97	-1	0	1	21	-1
COC(=O)c1c(N)[nH]c(C(=O)c2ccccc2)c1-c1ccccc1Br	nt	nt	nt	0	125	nt	-9	-3	-10	nt
Cc1cccc(N(Cc2cc3ccc(C)cc3[nH]c2=O)C(=O)c2ccco2)c1	0.0	6	-12	0	94	-4	9	7	-5	-2
CN(C)CCCN(C(=O)/C=C/c1cccs1)c1nc2c(F)cccc2s1	1.5	-1	-28	57*	104	-6	17	1	-4	0
O=C(Cn1cnc2c(nnn2-c2cccc(Cl)c2)c1=O)NCc1ccccc1	-1.2	nt	-6	-3	98	2	-12	-2	-5	2
CSCCCNC(=O)c1ccccc1OC1CCN(S(C)(=O)=O)CC1	-0.2	-1	2	4	99	3	2	1	-7	2
CCN(C1CCCCC1)S(=O)(=O)c1ccc(S(=O)(=O)NCc2ccncc2)cc1	1.6	0	-17	0	102	-2	4	6	-3	10
COCCN(C(=O)C1=COCCO1)c1c(N)n(Cc2ccccc2)c(=O)[nH]c1=O	-2.2	7	4	2	94	1	2	4	-7	-7
COc1cc(CNC(=O)c2ccc(Cn3nc(C)c(Cl)c3C)o2)cc(OC)c1	-0.3	6	12	-5	97	1	8	-1	nt	13
COc1ccc(NC(=S)N2CCc3ccccc3C2)cc1	-0.7	-2	2	2	79	-1	-1	-3	-16	9
CN1CCN(Cc2ccc(Sc3ccc(Cl)cc3)c([N+](=O)[O-])c2)CC1	-1.4	1	3	5	102	-2	-2	-8	-4	0
Clc1ccc(CSc2nc3ccncc3[nH]2)cc1	0.3	nt	-31	5	98	-11	-1	2	-5	3
CCOC(=O)c1nn(-c2ccccc2)c(C#N)c1NC(=O)c1nn(CC)cc1Br	-1.9	-7	17	0	293	-7	2	7	-9	3
O=C(Nc1ccncc1)c1ccccc1F	-1.0	13	-4	2	91	-6	0	-5	-1	5
COc1ccc(Cl)cc1NC(=O)CN(C)C(=O)c1cc2c(s1)CCCC2	0.9	-8	-19	-1	100	4	-2	-14	-17	6
O=C1CCc2cc(S(=O)(=O)NC(Cc3ccccc3)C(=O)N3CCN(c4ccccn4)CC3)ccc2N1 (centres undefined)	0.2	10	11	0	93	3	2	4	-2	7
O=C(NCCc1c[nH]c2ccccc12)/C(=C/c1cccnc1)NC(=O)c1ccccc1	-3.4	6	21	0	93	1	5	-3	-4	10
O=C(NCc1ccc2c(c1)OCO2)c1ccc(S(=O)(=O)NCC2CCCO2)cc1 (centres undefined)	-2.2	7	-20	2	100	-2	-17	-5	-5	10

Given with two lines to a compound: entries from further up.
Results follow in this order: MC4R barr agon, PDI inh, H9c2 protect, Granule exo inh, ABCB6 inh MLPCN, N-glyco inh, ABHD5 PLIN5 PPI, HTR2A ag, CaV13 FRET inh, MC4R antag cAMP
O=C(NC1CC1)c1cccc(NC(=O)C2CCCCC2)c1
  -0.8, -6, 3, -10, 92, 1, 6, 2, -3, 0
CCOc1ccc(/C=N/NC(=O)c2ccc(O)cc2)cc1CN1CC2CC(C1)c1cccc(=O)n1C2 (centres undefined)
  0.2, nt, 4, 1, 99, 3, 1, -5, nt, 5
O=C(CNC(=O)c1ccc(Br)cc1)NC1=NCCS1
  0.8, 2, 10, -2, 101, 0, 5, -7, -3, 8
